# Screens deposited in PubChem by National Center for Advancing Translational Sciences (NCATS).
# ELG1 repair inh = ELG1-dependent DNA repair inhibition. HEK293T ELG1-luciferase reporter, luminescence, 16 h; DNA damage induced by 5-fluorouridine. Potency, µM (top dose mostly 46.1 µM), inactives show at the top dose activity change, negative = inhibition, actives largely listed as inhibitors. 2.3% of 330,000 active. AID 504467; note: potency is the fitted concentration of half-maximal effect; % is set by controls: 0 for no effect and ±100 for the full control effect; nearly all actives have a fitted effect of over 55% in size
#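 DMSO vehicle served as the neutral condition. Each well held 2,000 cells given 5-fluorouridine plus compound; after 16 hr at 37 °C/5% CO2, ONE-Glo was added and luciferase measured 30 min later.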
# Rab9 prom act = Rab9 promoter activation. 2.8% of 320,000 active. Potency, µM (top dose mostly 9.22 µM), for inactives: at the top dose activation, negative = inhibition, usual class: activators. AID 485297. Huh7 Rab9 promoter-luciferase reporter, luminescence, 24 h; note: potency is the fitted concentration of half-maximal effect; % of control where 0% means no effect; nearly all actives have a fitted effect of over 60% in size
#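 Huh7 cells stably carrying Rab9 promoter–luciferase reporter, plated 1500 cells/well, compound added after 2 h and incubated 24 h at 37 °C; luciferase luminescence then read after 10 min with detection reagent.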
# PKM2 act = activators of human pyruvate kinase M2; 0.34% of 260,000 active; purified PKM2, Kinase-Glo ATP luminescence, activation; response scale: 0% is enzyme alone, no compound; P14618; AID 1631; Potency, µM (doses to about 57.5 µM), for the others: at the top dose activation, hits mostly activators; note: potency is the fitted concentration of half-maximal effect; % is set by controls: 0 for no effect and ±100 for the full control effect; nearly all actives have a fitted effect of over 55% in size
#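 hPK-M2, >95% pure; 0.1 mM ADP / 0.5 mM PEP final; imidazole pH7.2 buffer w/ 7 mM MgCl2, 50 mM KCl; 1 h RT; Kinase-Glo lum. Intermediate enzyme activity for dual inhibitor/activator qHTS.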
# MBNL1 CUG block = MBNL1-poly(CUG) RNA binding inhibition; TR-FRET MBNL1-His/biotin-(CUG)12 binding, 665/545 ratio; Potency, µM (top dose mostly 57.5 µM), without a hit: top-dose activity change, negative = inhibition, usual class: inhibitors; Q9NR56; 0.036% of 280,000 active; active = well fitted inhibition curve with a large enough effect in the signal ratio, with a control signal flat, not every such curve was filed as active; inconclusive = small, poorly fitted or top-dose-only effect, or effect the other way, or a change in a side signal; inactive = no such curve, though single readings can be large or run the other way; the % refers to the signal ratio; note: potency is the fitted concentration of half-maximal effect; % is set by controls: 0 for no effect and ±100 for the full control effect
#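 Compound titration spanned 92 nM–58 uM against the MBNL1-His/biotin-(CUG)12 complex. After 60 min at room temperature with 5 nM streptavidin-XL665 and 0.055 ng/ul terbium anti-His, ratiometric 665/545 nm emission (Ex 340 nm) normalized to controls.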
# RORgamma inh = inhibitors of mouse ROR gamma transcriptional activity; P51450; Drosophila S2 Gal4-RORgamma UAS-luciferase reporter, 20 h; Potency, µM (top dose mostly 53.6 µM), inactives show top-dose activity change, negative = inhibition, hits mostly inhibitors; 5.4% of 310,000 active; AID 2551; note: potency is the fitted concentration of half-maximal effect; % is set by controls: 0 for no effect and ±100 for the full control effect; nearly all actives have a fitted effect of over 60% in size
# Target sequence (P51450 whole entry, looked up, the tested form may be a part): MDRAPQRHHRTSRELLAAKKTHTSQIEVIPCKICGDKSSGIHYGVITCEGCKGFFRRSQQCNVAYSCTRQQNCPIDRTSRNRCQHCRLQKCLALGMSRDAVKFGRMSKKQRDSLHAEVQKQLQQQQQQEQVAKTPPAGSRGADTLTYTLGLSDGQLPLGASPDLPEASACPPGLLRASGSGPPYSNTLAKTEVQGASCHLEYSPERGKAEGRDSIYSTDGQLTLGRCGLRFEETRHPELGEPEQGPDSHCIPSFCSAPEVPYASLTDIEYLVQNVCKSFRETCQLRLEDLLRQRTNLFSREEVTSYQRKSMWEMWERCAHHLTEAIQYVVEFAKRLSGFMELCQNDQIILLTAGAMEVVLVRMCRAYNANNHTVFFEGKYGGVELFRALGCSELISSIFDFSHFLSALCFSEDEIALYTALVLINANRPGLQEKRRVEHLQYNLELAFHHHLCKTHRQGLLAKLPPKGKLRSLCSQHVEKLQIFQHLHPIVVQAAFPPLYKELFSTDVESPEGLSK
#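 Schneider cells (Drosophila), stable Gal4 DBD–ROR gamma + UAS-luc; 1 hr cmpd preincubation; Cu2+ induction 700 uM final; 20 hr ambient; luminescence.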
# FLuc counter = firefly luciferase modulation, counter-screen for miR-21 project; purified FLuc, Km substrates, luminescence inhibition; Potency, µM (doses to about 57.5 µM), for inactives: at the top dose activity change, negative = inhibition, actives largely listed as inhibitors; 6.9% of 360,000 active; AID 588342;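 note: potency is the fitted concentration of half-maximal effect; plate controls were vehicle for no effect and reference inhibitor for full effect; nearly all actives have a fitted effect of over 55% in size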
# Target sequence (P08659 whole entry, looked up): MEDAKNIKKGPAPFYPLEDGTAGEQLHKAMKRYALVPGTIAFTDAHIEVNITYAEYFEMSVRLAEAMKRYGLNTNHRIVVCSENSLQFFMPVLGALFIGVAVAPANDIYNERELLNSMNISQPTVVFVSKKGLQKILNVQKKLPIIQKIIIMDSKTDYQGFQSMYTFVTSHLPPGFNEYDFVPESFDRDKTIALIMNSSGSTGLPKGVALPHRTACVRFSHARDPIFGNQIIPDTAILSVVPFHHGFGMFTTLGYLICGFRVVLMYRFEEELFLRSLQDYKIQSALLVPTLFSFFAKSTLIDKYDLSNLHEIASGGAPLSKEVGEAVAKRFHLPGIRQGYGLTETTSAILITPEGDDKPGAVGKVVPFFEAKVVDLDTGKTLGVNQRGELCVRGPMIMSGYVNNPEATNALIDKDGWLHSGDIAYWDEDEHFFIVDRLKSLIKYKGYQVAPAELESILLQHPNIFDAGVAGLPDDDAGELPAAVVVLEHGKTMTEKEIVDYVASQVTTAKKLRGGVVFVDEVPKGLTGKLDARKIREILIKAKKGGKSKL
#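 Biochemical qHTS of compounds, final roughly 60 µM downward over six points, against 10 nM purified firefly luciferase using Km concentrations of substrates (10 uM D-luciferin, 10 uM ATP) in Tris acetate pH 7.5 buffer; luminescence output.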
# NPC1 promoter act = NPC1 promoter activation. Huh7 NPC1 promoter luciferase reporter, 24 h. Potency, µM (doses to about 9.22 µM), for inactives: top-dose activation, usual class: activators. 2.4% of 320,000 active;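 note: potency is the fitted concentration of half-maximal effect; % of control where 0% means no effect; nearly all actives have a fitted effect of over 60% in size; reporter is driven by a mutant NPC1 promoter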
#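 Huh7 cells stably carrying NPC1 promoter–luciferase, plated in Opti-MEM with 10% FBS for 2 h, were exposed to compound in DMSO for 24 h at 37 °C; luciferase reagent was added for 10 min and luminescence read.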
# KCNH2 3.1 block = KCNH2 3.1 (human) potassium channel inhibition; U2OS KCNH2 3.1, thallium flux FluxOr; active compounds read low; activity change, % (tested at about 1.8 µM); 0.95% of 340,000 active;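 active = maximum activity change below -70%; inconclusive = maximum activity change from -70% to -50%; inactive = maximum activity change above -50%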;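 note: thallium influx rate constant from kinetic fluorescence after stimulation buffer; % is set by controls: 0 for no effect and ±100 for the full control effect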
#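 Thallium flux via FluxOr fluorescence (Red40 quencher, 45 min loading) in U2OS cells virally expressing the KCNH2 3.1 isoform (1.77 x 10^8 /mL virus, overnight at 37 C). Rate constants from 2-min kinetic reads post-stimulation, normalised to positive and negative controls.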
# Gal4-VP16 FLuc = Gal4-VP16 reporter inhibition counter-screen | Drosophila S2 Gal4-VP16 UAS-luciferase, luminescence, 20 h | Potency, µM (highest dose often 53.6 µM), inactives show top-dose activity, negative = inhibition, actives largely listed as inhibitors | 3.5% of 310,000 active;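 note: Gal4-VP16 expression switched on by copper sulfate through the metallothionein promoter; potency is the fitted concentration of half-maximal effect; % is set by controls: 0 for no effect and ±100 for the full control effect; nearly all actives have a fitted effect of over 50% in size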
# Menin MLL FP TR = displaces Texas Red mutant MLL peptide from human menin; O00255; Menin + Texas Red MLL mutant peptide, fluorescence polarization; Potency, µM (series often up to 61.6 µM), for the others: at the highest dose FP activity change, negative = inhibition, hits mostly inhibitors; 0.23% of 270,000 active; AID 1768; active = well fitted inhibition curve with a large enough effect in the polarisation, with a control signal flat, not every such curve was filed as active; inconclusive = small, poorly fitted or top-dose-only effect, or effect the other way, or a change in a side signal; inactive = no such curve, though single readings can be large or run the other way; the % refers to the polarisation; note: potency is the fitted concentration of half-maximal effect; % of control where 0% means no effect; many of its hits are not listed in these tables
# Mito fusion act = mitochondrial division inhibition or fusion activation; S. cerevisiae fusion-defective mutant growth rescue, CellTiterGlo 48 h; Potency, µM (doses to about 46.1 µM), inactives show at the top dose growth rescue (activation), hits mostly activators; AID 485298; 0.23% of 320,000 active;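 note: potency is the fitted concentration of half-maximal effect; % of control where 0% means no effect; nearly all actives have a fitted effect of over 45% in size; temperature-sensitive fusion mutants such as fzo1-1 at 37 °C on non-fermentable ethanol glycerol medium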
#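 S. cerevisiae fusion-defective temperature-sensitive mutants (e.g. fzo1-1, mgm1-5) grown 48 h at 37C in YPEG (ethanol/glycerol non-fermentable) medium with 23 nl compound per well; growth rescue read as CellTiterGlo luminescence.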
# * marks the source's active call; other numbers are inactive results; ? = inconclusive; . = not tested or not shown; & = joins results of further samples; [ ] = another dose, or the depositor's remark. Unless noted, calls come from the whole dose curve; as a rule, active = well fitted curve in the direction sought with a large enough effect; inconclusive = small, poorly fitted or top-dose-only effect, or another doubt; inactive = no such curve, though single readings can be large; an effect the other way counts as inactive or inconclusive.
# Fields: FLuc counter, NPC1 promoter act, Menin MLL FP TR, KCNH2 3.1 block, PKM2 act, MBNL1 CUG block, Mito fusion act, RORgamma inh, Gal4-VP16 FLuc, Rab9 prom act, ELG1 repair inh
> COc1ccc(-n2c(C)cc(C(=O)CSc3nnc(-c4ccoc4C)n3C)c2C)cc1
 : -19%, -2%, -5%, -2, 11%, 6%, 2%, -19%, 2%, 3%, ?
> O=C(O)Cc1c[nH]c2cccc(O)c12
 : 4%, -5%, ?, -1, 3%, -20%, -6%, -18%, 13%, -2%, 0%
> O=C(/C=C/c1ccco1)NCc1ccc2c(c1)OCO2
 : ?, 4%, 9%, 6, 8%, ?, -4%, 31%, -10%, -1%, 3%
> Cc1ccc(CCNC(=O)C2CCN(S(=O)(=O)c3ccc4c(c3)oc(=O)n4C)CC2)cc1
 : 2%, -3%, ?, 13, 0%[0.46 µM], -6%, -10%, -13%, -1%, -4%, 0%
> O=C(Nc1ccc(Nc2ccccc2)cc1)N1CCOCC1
 : ?, -3%, -14%, 1, -2%, -1%, 9%, ?, 10%, -5%, -4%
> CC1(c2ccc(OC(F)F)cc2)NC(=O)N(CC(=O)NC2CCCCC2)C1=O (centres undefined)
 : 1%, 3%, -2%, 7, -1%, 9%, 1%, 12%[10 µM], -7%, -5%, 0%
> O=C(NCC1CCCO1)c1cc(-c2ccc(F)cc2)no1 (centres undefined)
 : ?, 23%, ., -35, ., -1%, 3%, 24%, -13%, 3.2µM*, ?
> Cc1cc(C)c2cc(C(=O)Nc3ccccc3)[nH]c2c1
 : ?, 4.5µM*, ., 2, -9%, ., -1%, -36%, ?, 3.2µM*, 0%
> O=C1CCS/C(=N\N=C\c2ccc(Cl)cc2Cl)N1
 : 19µM*, ?, ., 22, 3%, 3%, -1%, ?, ?, ?, ?
> O=C(COc1ccccc1Cl)N(Cc1cccs1)C1CCS(=O)(=O)C1 (centres undefined)
 : -1%, -4%, 0%, 1, 2%, -9%, 4%, -14%, 2%, 1%, -1%
> COC(=O)C1C2C=CC3(CN(C(C)c4ccc(OC)cc4)C(=O)C13)O2 (centres undefined)
 : 2%, 0%, -12%, 7, -6%, -3%, 1%, -24%, 14%, 11%, 20%
> CCN(C(=O)CSc1nc(C)nc2sc(C)c(C)c12)C1CCS(=O)(=O)C1 (centres undefined)
 : 2%, -7%, ., -5, ., ., 1%, ., ., -11%, -7%
> COc1ccc(N(CC(=O)N2CCc3ccccc3C2)S(=O)(=O)c2c(C)nn(C)c2C)cc1
 : 0%, 0%, 2%[11.7 µM], 2, -17%, 6%, -1%, -10%, -3%, -1%, -6%
> CC1(C2CC2)NC(=O)N(CC(=O)N2CCN(c3ccccc3Cl)CC2)C1=O (centres undefined)
 : -9%, 14%, ., 9, ., ., 0%, ., ., 27%, ?
> O=C(N=C1SC2CS(=O)(=O)CC2N1c1cccc(Cl)c1)C1CCCO1 (centres undefined)
 : 0%, -5%, -19%, -5, 0%[0.46 µM], 7%, -1%, 1%, -3%, -5%, ?
> Nc1c(NCCc2ccccc2)c2ccccc2oc1=O
 : -18%, 2%, 2%, 5, -1%, 14%, 1%, 29%, -6%, 23%, ?
> O=C(CSCc1nc2c(nnn2Cc2ccc(F)cc2)c(=O)[nH]1)Nc1c(Cl)cc(Cl)cc1Cl
 : -15%, -1%, 9%, 7, 19%, -11%, 8%, 10%, 8%, 0%, 4%
> CCN(CC)S(=O)(=O)c1ccc(C(=O)OCC(=O)Nc2sc3c(c2C#N)CCCCC3)cc1
 : -20%, 13%, 11%, 8, -1%, 2%, 4%, 33%, 0%, 18%, ?
> CCCCN(CC)CCNC(=O)CCC(=O)Nc1ccc2nc(N3CCN(C)CC3)cc(C)c2c1
 : -4%, 8%, -19%, -1, -8%, 14%, -2%, ?, -9%[10 µM], -3%, ?
> COc1cccc(N2CCN(c3ncnc4c3[nH]c3ccccc34)CC2C)c1 (centres undefined)
 : -5%, -2%, ?, ., 1%, -3%, ?, ?, 14µM*, -24%, 4.6µM*
> N#CCCN(CC(=O)O)S(=O)(=O)c1ccccc1
 : 4%, -3%, 12%, 19, 1%, -2%, 1%, -20%, 7%, 0%, -3%
> O=C(COC(=O)/C=C/c1cccc(Cl)c1)NC(=O)NCc1ccccc1
 : 0%, -2%, ., 2, ., ., -7%, ., ., 0%, 0%
> N#C/C(=C\c1ccc(Cl)cc1)c1nc2ncccc2[nH]1
 : 3µM*, -2%, 3%, -2, -2%, 17%, 2%, -31%, -8%, 2%, ?
> c1ccc(Cc2ccc(OCCCNC3CCCC3)cc2)cc1
 : 0%, 0%, ?, ., -4%, -6%, 0%, -35%, -14%, -17%, -2%
> NC(=O)N/N=C/c1cn(-c2ccccc2)nc1-c1cccnc1
 : 9.5µM*, 1%, ., 2, -21%, ., -7%, -3%, 3%, -2%, 17%
> COc1ccc(F)cc1S(=O)(=O)N1CCN(C(=O)c2ccco2)CC1
 : -1%, -9%, 6%, 3, -1%, -4%, 2%, 3%, -3%, 0%, -5%
> CNC(=O)c1ccsc1NC(=O)c1ccc(S(=O)(=O)N2CCCc3ccccc32)cc1
 : 0%, -6%, ?, -10, -2%, 92%[activator], 18%, ?, -11%, -9%, ?
> Cc1ccc(CNC(=O)CNS(=O)(=O)c2cccc3nsnc23)cc1
 : 1%, 1%, -1%, ., -1%, ?, 3%, 0%, -4%, 1%, 5%
> COc1ccc(NC(=O)Cn2nnc(C(=O)NCc3cccs3)c2N)cc1
 : -1%&1%, 1%, -1%, 10, -4%[0.46 µM], 0%, 3%, 1%, -5%, 0%, ?
> Cc1cc(NC(=O)c2ccco2)ncc1NC(=O)Cc1ccccc1
 : 17µM*, ?, -8%, 9, 0%, -8%, 3%, 9%, 4%, 3.2µM*, ?
> Cc1cccc(NC(=O)c2cccc3c2-c2ccccc2C3=O)n1
 : 3%, -4%, -1%, -7, -4%, ?, 2%, 20%, 4%, -2%, -11%
> CCN(CC)CCNC(=O)CCc1n[nH]c(=O)c2ccccc12
 : 5%, -5%, 1%, -13, 1%, 8%, -2%, -17%, -6%, -2%, 8%
> CN(C1CCCCC1)S(=O)(=O)c1ccc(C(=O)O)cc1
 : 14%, -4%, 0%[11.7 µM], 8, 1%, -16%, -2%, 14%, 2%, 4%, 0%
> CCSc1nnc(NC(=O)COc2ccccc2)s1
 : -11%, 1%, 4%, 9, 5%, -11%, 1%, 11%, 8%, 5%, ?
> C=C1C[C@H]2[C@@H]3C=C(C)C4=CC(=O)CC[C@]4(C)[C@H]3CC[C@]2(C)[C@@]1(OC(C)=O)C(C)=O
 : 3%, -1%, -20%, 4, ., ., 19%, 30%, -21%, 0%, -2%
> CC(C)CNC(=O)C(=O)Nc1cc2c3c(c1)CCC(=O)N3CCC2
 : -1%, -5%, ., 23, ., 2%, -3%, -2%, 4%, -8%, ?
> COc1ccc(/C=C2/CC/C(=C\c3ccc(OC)c(OC)c3OC)C2=O)c(OC)c1OC
 : 5%, -5%, 13%, 4, -2%, 12%, 0%, 1%, -17%, -3%, ?
> Cc1ccc(N2CC(C(=O)Nc3ccc(N4CCOCC4)cc3)CC2=O)cc1C (centres undefined)
 : 0%, 1%, 7%, -19, 3%, -3%, 4%, -14%, -14%, -2%, 21%

# Reformatted bar-delimited: part of the list above
smiles | FLuc counter | NPC1 promoter act | Menin MLL FP TR | KCNH2 3.1 block | PKM2 act | MBNL1 CUG block | Mito fusion act | RORgamma inh | Gal4-VP16 FLuc | Rab9 prom act | ELG1 repair inh
CC(C)CNC(=O)C(=O)Nc1cc2c3c(c1)CCC(=O)N3CCC2 | -1% | -5% | . | 23 | . | 2% | -3% | -2% | 4% | -8% | ?
COc1ccc(/C=C2/CC/C(=C\c3ccc(OC)c(OC)c3OC)C2=O)c(OC)c1OC | 5% | -5% | 13% | 4 | -2% | 12% | 0% | 1% | -17% | -3% | ?
Cc1ccc(N2CC(C(=O)Nc3ccc(N4CCOCC4)cc3)CC2=O)cc1C (centres undefined) | 0% | 1% | 7% | -19 | 3% | -3% | 4% | -14% | -14% | -2% | 21%

# A portion of the library (hit frequency here may not be typical).
